Compound activity from PubChem BioAssay.
LEDGF integ inh – blocks HIV-1 LEDGF/p75-dependent DNA integration; TR-FRET IN-LEDGF/p75 DNA integration, Eu/Cy5; inhibition, % at 3.7 µM; AID 743269; hit rate 0.64% among 370,000;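 active = inhibition above the screen-wide mean plus 3 SD, cut at about 13% in these data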;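 note: signal is the Cy5 over europium emission ratio at 671 and 618 nm; 0% = plate median of compound wells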
TCR CD3 inh – blocks the human TCR-CD3 interaction | TAMRA-labeled TCR probe fluorescence, biochemical | inhibition, % at 9.4 µM | hit rate 0.37% among 360,000 | AID 651800; in the data active = inhibition above about 19%;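 note: recombinant mutant TCR 2C K166C tagged with TAMRA read by polarization; 0% = receptor in buffer alone and 100% = receptor with positive control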
rCAG binder – molecules binding r(CAG) RNA repeats; inhibition, % at 3 µM; hit rate 1.3% among 370,000; r(CAG) RNA repeat, TO-PRO-1 dye displacement fluorescence;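 active = inhibition above the plate cutoff, the mean of all test compounds on that plate plus 3 SD, cut at about 35% in these data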;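 note: 0% = DMSO alone and 100% = 100 µM mitoxantrone as full dye displacement; higher means more dye released from RNA so lower well fluorescence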
PRMT1 FP inh – PRMT1 (human) inhibition, primary screen; Q99873; hit rate 1.3% among 370,000; recombinant PRMT1, activity-based probe fluorescence polarization; inhibition, % at 2.79 µM;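 active = inhibition above about 21% made by adding two undisclosed values, limit read from the data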
Target sequence (Q99873 whole entry, looked up): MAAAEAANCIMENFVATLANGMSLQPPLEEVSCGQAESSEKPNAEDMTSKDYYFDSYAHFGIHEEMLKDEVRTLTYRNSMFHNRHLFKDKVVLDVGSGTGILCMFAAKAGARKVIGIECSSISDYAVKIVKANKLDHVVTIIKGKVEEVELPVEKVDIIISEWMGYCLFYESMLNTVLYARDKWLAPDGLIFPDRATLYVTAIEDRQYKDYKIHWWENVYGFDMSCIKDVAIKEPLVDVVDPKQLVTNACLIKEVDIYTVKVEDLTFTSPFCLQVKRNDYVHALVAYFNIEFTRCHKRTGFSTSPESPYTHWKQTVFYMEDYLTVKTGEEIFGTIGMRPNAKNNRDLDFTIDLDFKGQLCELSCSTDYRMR
UHRF1 MBD2 ctr – human UHRF1 methylated DNA binding inhibitors; UHRF1 binding to methylated oligo, TR-FRET; inhibition, % at 4.4 µM; Q96T88; hit rate 0.75% among 370,000; in the data active = inhibition above about 21%;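 note: UHRF1 SRA domain binding a hemimethylated CpG hairpin DNA probe; 0% = median of test compound wells and 100% = reference inhibitor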
NR1D1 modulator – Rev-erb alpha (human) modulation | hit rate 0.79% among 370,000 | activity, % at 10 µM | P20393 | Rev-erbα–FITC-DNA binding, fluorescence polarization, 90 min;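 active = activity above about 14%, limit read from the data; passing the limit was not always enough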;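 note: 0% = DMSO wells with 35 nM protein and 100% = DMSO wells with 750 nM protein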
Target sequence (P20393 whole entry, looked up): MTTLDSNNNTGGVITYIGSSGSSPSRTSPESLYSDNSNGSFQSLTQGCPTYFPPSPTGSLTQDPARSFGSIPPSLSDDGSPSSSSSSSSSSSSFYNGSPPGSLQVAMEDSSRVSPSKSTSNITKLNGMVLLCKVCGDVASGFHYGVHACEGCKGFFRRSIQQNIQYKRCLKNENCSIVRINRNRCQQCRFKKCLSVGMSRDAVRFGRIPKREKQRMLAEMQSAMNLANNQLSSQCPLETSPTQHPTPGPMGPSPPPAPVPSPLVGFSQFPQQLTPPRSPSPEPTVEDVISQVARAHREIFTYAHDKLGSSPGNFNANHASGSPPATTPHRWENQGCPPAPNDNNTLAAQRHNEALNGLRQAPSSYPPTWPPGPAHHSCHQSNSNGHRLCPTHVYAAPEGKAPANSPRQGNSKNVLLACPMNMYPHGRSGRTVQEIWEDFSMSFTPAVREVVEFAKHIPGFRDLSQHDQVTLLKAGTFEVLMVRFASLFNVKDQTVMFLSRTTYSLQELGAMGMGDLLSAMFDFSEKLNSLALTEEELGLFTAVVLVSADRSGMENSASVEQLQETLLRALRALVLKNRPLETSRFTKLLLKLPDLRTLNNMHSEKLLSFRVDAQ
ABHD4 inh – ABHD4 (mouse) inhibition, primary FP screen; Q8VD66; purified mABHD4, FP-Rh probe fluorescence polarization; inhibition, % at 8.92 µM; hit rate 0.54% among 370,000;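 active = inhibition exceeding the mean over every tested compound plus 3 SD, cut at about 30% in these data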;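 note: 0% = plate median of compound wells and 100% = S159A mutant with DMSO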
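Assay system: mouse ABHD4 enzyme, wild type / Also added: fluorescent activity-based probe FP-Rh / Doses: single nominal dose of 8.92 µM, 0.89% DMSO final / Timing: 45 min compound pre-incubation plus 60 min probe step, 25 °C / Signal: FP readout, ex 525 nm / em 598 nm / Control set: S159A mutant/DMSO as 100%, compound-well median as 0%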
HTRA1 inhibitor – HTRA1 (human) protease inhibition. recombinant HTRA1, FP-rhodamine activity-based probe, fluorescence polarization. inhibition, % at 5.96 µM. hit rate 0.5% among 340,000; in the data active = inhibition above about 36%;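 note: 0% = enzyme with DMSO and 100% = wells lacking enzyme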
MBD2 DNA inh – MBD2-methylated oligo binding inhibition; Q9UBB5; TR-FRET, MBD2 binding to methylated oligonucleotide; inhibition, % at 4.4 µM; hit rate 0.31% among 370,000; in the data active = inhibition above about 13%
PG9 Ab binder – small molecules binding HIV-1 gp120 antibody PG9. TR-FRET gp120-PG9 antibody binding. inhibition, % at 6.7 µM. hit rate 0.43% among 360,000. AID 624416; in the data active = inhibition above about 8.5%
Numbers without * were called inactive; x = not tested or not shown; & = joins results of further samples. A portion of the library, so the mix of outcomes need not match the whole.

SMILES	LEDGF integ inh	TCR CD3 inh	rCAG binder	PRMT1 FP inh	UHRF1 MBD2 ctr	NR1D1 modulator	ABHD4 inh	HTRA1 inhibitor	MBD2 DNA inh	PG9 Ab binder
Cc1cccc(C2c3[nH]c4ccccc4c3CCN2C(=O)c2cc(-c3cccn3C)n[nH]2)n1 (stereo not drawn)	-2	2	12	6	2	4	-20	-17	-1	1.9
N=c1ncn(CC(O)CO)c2nc(N3CCOCC3)[nH]c12 (stereo not drawn)	4	-3	1	0	17	0	8	2	5	-3.7
Cc1ccc(S(=O)(=O)N2CCN(CC(O)c3ccccc3)CC2)cc1C (stereo not drawn)	0	-2	3	4	-2	-2	-3	5	1	0.9
O=C(NC(=S)N1CC=CCC1)c1ccccc1	1	0	4	-4	0	5	2	0	4	-0.6
O=C(COC(=O)c1cc([N+](=O)[O-])ccc1N1CCOCC1)c1ccccc1	2	3	1	-2	-2	1	-2	-1	-4	1.2
CC(=O)c1cccc(N(CC(=O)NC2CCCC2)C(=O)c2ccc(C)s2)c1	2	3	1	0	-2	2	-4	8	1	-2.3
O=C(Nc1ccc(C(=O)N2CCN(c3ccc(F)cc3)CC2)cc1)C1=CSCCO1	1	10	-3	-3	-4	4	-2	-7	-7	-2.2
COc1cccc(-n2c(C)cc(/C=C3\C(=N)N4N=C(CC(=O)N5CCOCC5)SC4=NC3=O)c2C)c1	-2	-5	26	3	1	-2	-9	-8	2	2.6
CN1CCN(c2oc(-c3ccco3)nc2S(=O)(=O)c2ccccc2)CC1	4	6	-3	-3	-2	-1	7	3	-7	-3.4
CC1(C(=O)NS(=O)(=O)c2cccc(F)c2)CCN1C(=O)c1cccc2ccccc12 (stereo not drawn)	-2	-6	10	3	0	-7	3	x	5	-1.1
CCN1C(=O)[C@H]2[C@@H](c3ccc(-c4cccc(Cl)c4)cc3)N[C@@](C)(C(=O)OC)[C@H]2C1=O	0	0	-1	0	1	0	-12	-20	-5	-3.4
O=C(c1cc2c(s1)CCCC2)N1CCN(S(=O)(=O)c2ccccc2C(F)(F)F)CC1	0	-7	0	2	-1	-2	3	-31	-3	0.0
C1=C(CCNc2ncnc3nc[nH]c23)CCCC1	-1	-5	1	-1	3	7	0	-1	0	3.2
C/C(N)=C(/C#N)C(=O)COC(=O)c1cc(C)n(-c2ccc(F)cc2)c1C	-3&2	3&3	1&-3	0&4	0&4	-1&4	0&-2	-2&0	0&10	-1.5&2.2
CCN(CC)c1ccc(S(=O)(=O)N2CCCCC2)cc1NC(=O)C1=COCCO1	0	3	-3	-2	0	6	2	-25	1	-0.6
Cc1ccc(C(=O)N2CC(C)CC(C)C2)cc1NC1=NC2CS(=O)(=O)CC2S1 (stereo not drawn)	-1	9	2	-6	0	-2	-5	-1	-1	-0.8
CCOc1ccc(N2CC(C(=O)NCc3cccc(C)c3)CC2=O)cc1 (stereo not drawn)	-1	1	-1	2	-2	-7	-2	-1	1	-1.6
O=C(Nc1nc(-c2ccccc2)cs1)c1ccc(S(=O)(=O)N2CCc3ccccc32)cc1	7	17	17	1	0	-2	-47	-48	0	-1.2
NS(=O)(=O)c1ccc(NC(=S)N2CCN(c3ccccc3)CC2)cc1	-1	-9	1	-4	-3	-4	1	-3	-3	2.6
O=S(=O)(c1ccccc1C(F)(F)F)N1CCN(S(=O)(=O)c2ccccc2C(F)(F)F)CC1	3	0	1	0	1	-2	-2	-4	-5	-2.3
O=C(COC(=O)Cc1ccc(Br)cc1)NC1CCCC1	5	2	-1	-2	2	6	8	4	-7	0.5
Cc1c(Cc2ccc3c(c2)OCO3)sc(NC(=O)c2ccc3ccccc3c2)c1C(N)=O	1	3	7	-1	1	23*	-10	x	-1	-0.1
NC(=O)C1(N2CCCCC2)CCN(C(=O)c2cccn3c(=O)c4cc(Cl)ccc4nc23)CC1	0	7	4	-3	-1	-2	1	0	-6	0.9
S=C(N/N=C/c1ccc2ncccc2c1)Nc1ccccc1	0	-5	6	8	32*	5	0	-4	-1	0.6
COc1ccc(Cc2nnc(SCC(=O)Nc3ccc(N4CCOCC4)cc3)n2C)cc1	0	1	-4	0	1	1	7	4	3	-1.4
(more compounds)
SMILES	LEDGF integ inh	TCR CD3 inh	rCAG binder	PRMT1 FP inh	UHRF1 MBD2 ctr	NR1D1 modulator	ABHD4 inh	HTRA1 inhibitor	MBD2 DNA inh	PG9 Ab binder
COc1ccccc1-c1cnc(C(O)c2ccc(CN3CCCCC3)cc2)[nH]1 (stereo not drawn)	0	-8	0	-6	3	2	-3	x	0	-2.1
S=C(Nc1ccc(Nc2ccccc2)cc1)N1CCN(c2ncccn2)CC1	-3	2	2	-1	-1	-6	-3	3	0	-1.9
Cc1c(N=C(N)/N=C(\N)Nc2ccccc2)c(=O)n(-c2ccccc2)n1C	-3	3	0	0	4	-1	0	1	1	-0.6
Cc1c(Cl)cccc1NC(=S)N1CCN(c2ccc([N+](=O)[O-])cn2)CC1	-1	-4	-1	0	1	-1	-2	-6	3	-0.8
CN1C(=O)/C(=C\c2ccc(OC(=O)c3ccco3)cc2)SC1=S	0	-6	0	6	1	7	-15	4	7	2.1
COc1ccc(C(=O)N/N=C/c2ccccn2)cc1	-2	-3	1	4	2	3	1	10	4	-0.1
Cc1cc(C)nc(SCCN2CCCCC2)n1	3	1	2	26*	2	2	-7	10	-2	-1.7
CCOC(=O)c1c(-c2ccccc2)csc1NC(=O)/C(C#N)=C\c1ccc(O)c(OC)c1	4	8	49*	-10	1	42*	-8	-33	1	-1.8
Cc1ccc(S(=O)(=O)N2CCN(Cc3nc4sc(C)c(C)c4c(=O)[nH]3)CC2)cc1	2	-1	1	1	1	3	-5	-2	-2	1.3
CC1=CC=CC2=NC(=O)CC(C)(C(=O)N(CC(=O)NC3CCCC3)c3ccccc3C)N12 (stereo not drawn)	0	-6	-6	1	0	-1	6	6	4	0.3
COc1ccccc1N1CCN(CC(=O)NCCc2ccc(S(N)(=O)=O)cc2)CC1	2	3	-2	-1	-2	-2	-4	0	0	-2.0
Cc1cc(=O)n2nc(N3CCC(C(=O)Nc4c(F)c(F)c(F)c(F)c4F)CC3)sc2n1	-1	-8	2	3	-1	-3	8	-1	0	1.7
Cc1ccccc1C(=O)c1cccn1CC(=O)NCC1CCCO1 (stereo not drawn)	-1	5	0	-1	-4	-6	-4	-1	0	0.8
CC(=O)C(Sc1ccc2nnc(-c3ccc(F)cc3)n2n1)C(C)=O	-1	4	2	0	-1	-1	1	2	-5	2.1
Cc1n[nH]c(=O)nc1NCc1ccccc1Cl	2	8	3	3	-2	2	3	5	-1	0.9
CCc1ccc(NC(=O)C(=O)N/N=C(\C)CC(=O)Nc2ccc(OC)cc2)cc1	1	9	-1	-2	-2	-8	3	0	4	0.5
CCOC(=O)c1sc2nc(C)cc(C)c2c1NC(=O)c1ccco1	2	11	-1	1	0	2	0	0	-1	-0.4
CC12CCC(C(=O)N(c3ccc(Cl)cc3)C1=O)C2(C)C (stereo not drawn)	0	1	1	0	-2	-3	7	-1	2	2.0
COCCNC(=O)C(c1ccccc1F)N(C(=O)C(=O)NC1CCCC1)C1CCCCC1 (stereo not drawn)	2	4	-9	-1	1	-1	2	7	-3	-1.5
COc1ccc(NC(=O)C(=O)N/N=C(\C)CC(=O)Nc2cc(C)ccn2)c(OC)c1	0	7	3	0	-9	-3	5	-1	0	-3.3
COc1cc(/C=N/Nc2ccc(Cl)c(C(=O)O)c2)ccc1OC(=O)c1ccccc1F	-2	-1	66*	5	1	2	16	-4	0	-2.5
O=C(CN1CCOCC1)Nc1ccc(Oc2ccccc2)cc1	1	8	-4	-1	0	5	-1	-1	-2	-1.3
CCn1nc(C)cc1C(=O)N1CCCC(Nc2ccc(F)c(F)c2)C1 (stereo not drawn)	-1	-2	-7	3	1	5	-11	8	6	0.5
CCN1C(=O)[C@@H]2[C@@H](c3ccc(-c4ccc(C(C)=O)cc4)cc3)N3CCC[C@@]3(C(=O)OC)[C@@H]2C1=O	2	7	1	-2	-3	-1	3	-9	2	-3.9
CC(=O)N1CCCN(C2=Nc3ccccc3Sc3ccccc32)CC1	-3	x	-1	-3	12	0	8	x	0	x

3 compounds already listed, arranged by molar mass, ascending:
SMILES	LEDGF integ inh	TCR CD3 inh	rCAG binder	PRMT1 FP inh	UHRF1 MBD2 ctr	NR1D1 modulator	ABHD4 inh	HTRA1 inhibitor	MBD2 DNA inh	PG9 Ab binder
Cc1ccccc1C(=O)c1cccn1CC(=O)NCC1CCCO1 (stereo not drawn)	-1	5	0	-1	-4	-6	-4	-1	0	0.8
COc1ccccc1-c1cnc(C(O)c2ccc(CN3CCCCC3)cc2)[nH]1 (stereo not drawn)	0	-8	0	-6	3	2	-3	x	0	-2.1
COc1ccc(NC(=O)C(=O)N/N=C(\C)CC(=O)Nc2cc(C)ccn2)c(OC)c1	0	7	3	0	-9	-3	5	-1	0	-3.3

Continued.
SMILES	LEDGF integ inh	TCR CD3 inh	rCAG binder	PRMT1 FP inh	UHRF1 MBD2 ctr	NR1D1 modulator	ABHD4 inh	HTRA1 inhibitor	MBD2 DNA inh	PG9 Ab binder
CC(C)Oc1ccc(N2CC(C(=O)Nc3ccccc3C(=O)NC3CC3)CC2=O)cc1 (stereo not drawn)	2	-3	-11	-1	0	3	-1	-3	0	0.1
CC(C)COC(=O)N1CCN(S(=O)(=O)c2ccc3c(c2)CCC3)CC1	3	1	3	-3	3	4	3	3	-4	-0.3
CCOc1ccc(-c2c(=O)n(OCc3ccccn3)c3ccccc3[n+]2[O-])cc1	-1	5	-6	0	3	-3	4	0	-1	-0.4
CS(=O)(=O)NCCCCNc1ccc(C(F)(F)F)cc1[N+](=O)[O-]	0	-2	1	2	-4	0	-3	-7	-3	-0.3
CCOC(=O)C1=C(COC(=O)c2ccc3ccccc3c2O)NC(=O)NC1C (stereo not drawn)	3	-1	-1	18	3	4	-17	-38	-7	-2.4
O=C(Nc1ccc2c(c1)OCCO2)C1CCN(C(=O)c2ccccc2)CC1	1	-4	-2	0	1	2	2	1	-6	0.7
Cc1cc(/C=C(\C#N)C(=O)O)c(C)n1CC(C)C	0	-2	4	0	1	0	9	1	-1	-0.7
c1cncc(CNc2ncn[nH]2)c1	3	4	1	-2	-1	3	-4	1	-2	-0.4
CN(C)S(=O)(=O)c1ccc(NC(=O)CN2CCC(Cc3ccccc3)CC2)cc1	3	2	-5	-10	1	-5	-6	-1	0	-3.0
Cc1ccc(Cl)cc1N1CCN(C(c2ccc(C#N)cc2)c2nnnn2C2CCCC2)CC1 (stereo not drawn)	-1	-7	5	0	4	-2	-3	-17	5	0.3
COc1ccc([N+](=O)[O-])cc1N(CC(=O)NCCSc1ccccc1)S(C)(=O)=O	2	1	-3	4	0	6	7	4	4	-2.2
O=C1CC(Sc2cccs2)C(=O)N1c1ccccc1 (stereo not drawn)	-7	8	-1	49*	0	-3	-1	0	1	-0.3
CC(=O)O/N=C(\N)c1ccc(-c2csnn2)cc1	3	3	-2	-6	0	-3	-2	0	-3	-3.6
CC(C(=O)Nc1ccc(C#N)cc1)N(C)CC(=O)Nc1ccccc1Br (stereo not drawn)	-7	-4	-3	-1	3	3	-1	6	0	-0.3
COc1ccc(-c2nsc3c(N4CCCCC4C)ncnc23)cc1 (stereo not drawn)	5	0	-2	-4	2	5	3	-20	-5	1.3
